Assay outcomes from PubChem BioAssay.
DNA FID counter = fluorescent intercalator displacement, NS3 helicase counter-screen; 290,000 compounds, 0.17% hits; inhibition, % at 7.9 µM; AID 1845; DNA fluorescent intercalator displacement, fluorescence; in the data active means inhibition above about 37%;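 further: 0% = vehicle and 100% = reference compound; higher means more ethidium bromide displaced from hairpin DNA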
V1aR counter = activates human V1a receptor in oxytocin agonist counter-screen | P37288 | CHO-V1R cells, Fluo-8 calcium fluorescence, agonist mode; 0% DMSO, 100% 3 nM vasopressin | activation, % at 3 µM | 320,000 compounds, 0.25% hits;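 active means activation above the mean activation of all tested compounds plus 3 SD, per screening run, cut at about 20% in these data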;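 further: signal is peak over basal fluorescence ratio across a 100 second FLIPR read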
GalR3 antagonist = antagonists of human GalR3; HEK293 GalR3-CNG cAMP membrane potential fluorescence; galR3 body fused to GalR1 C-terminus; inhibition, % at 3 µM; 360,000 compounds, 0.44% hits; AID 651719;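 active means inhibition above the screen-wide average plus 3 SD, cut at about 13% in these data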;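 further: forskolin and galanin both at EC90 stimulate the cells; cAMP rise reported by CNG channel membrane potential dye signal; 0% = forskolin plus galanin with DMSO and 100% = forskolin alone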
Target sequence (O60755 1-299 limits assumed): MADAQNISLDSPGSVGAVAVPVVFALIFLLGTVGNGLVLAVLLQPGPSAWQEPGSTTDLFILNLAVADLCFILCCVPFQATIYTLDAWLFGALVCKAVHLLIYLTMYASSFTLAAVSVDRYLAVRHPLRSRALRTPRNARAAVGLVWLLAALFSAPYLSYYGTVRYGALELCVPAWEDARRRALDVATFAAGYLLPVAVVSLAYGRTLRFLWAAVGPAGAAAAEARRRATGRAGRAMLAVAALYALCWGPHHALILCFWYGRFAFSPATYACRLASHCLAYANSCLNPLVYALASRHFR
HCV NS3 hel inh = inhibitors of Hepatitis C virus NS3 helicase; NS3 helicase DNA unwinding, Cy5 molecular beacon fluorescence; inhibition, % at 10.9 µM; 290,000 compounds, 0.56% hits;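 active means inhibition above the mean of all tested compounds plus 3 SD, set per campaign, cut at about 35% in these data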;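 further: 0% = DMSO wells and 100% = thioflavine S control wells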
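Measured by: Cy5 fluorescence, 0 and 60 min reads / Assay system: NS3 helicase fragment of HCV / Control set: low DMSO, high thioflavine S at 110 µM / Times: 1 h reaction at 25 °C, ATP-initiated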
VIM-2 inh = inhibitors of Pseudomonas aeruginosa VIM-2 metallo-beta-lactamase; inhibition, % at 5.6 µM; AID 1527; 290,000 compounds, 0.89% hits; purified VIM-2, nitrocefin hydrolysis, epi-absorbance fluorescence;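 active means inhibition above the mean of all tested compounds plus 3 SD, cutoff set per screening run, cut at about 7.5% in these data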;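 further: red hydrolysis product quenches plate fluorescence so inhibitors raise well fluorescence; 0% = enzyme with DMSO and 100% = DMSO without enzyme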
IMP-1 inh = inhibitors of Pseudomonas aeruginosa IMP-1 metallo-beta-lactamase; purified IMP-1, nitrocefin hydrolysis, epi-absorbance fluorescence; 290,000 compounds, 0.45% hits; AID 1556; inhibition, % at 5.6 µM;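 active means inhibition above the mean plus 3 SD of all compounds in the same screening run, cut at about 4.5% in these data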;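 further: 0% = IMP-1 with DMSO and 100% = DMSO wells lacking enzyme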
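Material – recombinant IMP-1 enzyme, purified · Amount – IMP-1 0.2 nM before substrate addition · Medium – HEPES buffer pH 7.1 with ZnSO4 and Brij 35 · Timing – 25 °C, 15 min preincubation, 25 min reaction · Measured by – plate fluorescence quenching by hydrolysis product, ex 480/em 530 nm · Read-out – percent enzyme inhibition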
GPR7 antag = human neuropeptides B/W receptor 1 antagonism. P48145. 290,000 compounds, 1.1% hits. AID 1861. inhibition, % at 4.4 µM. GPR7-expressing cells, fluorescence antagonist assay; in the data active means inhibition above about 16%, passing the limit was not always enough;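 further: cells stimulated with the agonist NPW; 0% = agonist with vehicle and 100% = vehicle without agonist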
OXTR agonist = human OXTR agonism. P30559. CHO-OTR cells, Fluo-8 calcium fluorescence; normalized: DMSO 0%, oxytocin 100%. activation, % at 3 µM. 320,000 compounds, 0.32% hits. AID 2435;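 active means activation above the mean of all tested compounds plus 3 SD, cutoff set per screening run, cut at about 20% in these data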;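 further: peak over basal fluorescence ratio from a 100 s FLIPR kinetic read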
Target sequence (P30559 whole entry, looked up): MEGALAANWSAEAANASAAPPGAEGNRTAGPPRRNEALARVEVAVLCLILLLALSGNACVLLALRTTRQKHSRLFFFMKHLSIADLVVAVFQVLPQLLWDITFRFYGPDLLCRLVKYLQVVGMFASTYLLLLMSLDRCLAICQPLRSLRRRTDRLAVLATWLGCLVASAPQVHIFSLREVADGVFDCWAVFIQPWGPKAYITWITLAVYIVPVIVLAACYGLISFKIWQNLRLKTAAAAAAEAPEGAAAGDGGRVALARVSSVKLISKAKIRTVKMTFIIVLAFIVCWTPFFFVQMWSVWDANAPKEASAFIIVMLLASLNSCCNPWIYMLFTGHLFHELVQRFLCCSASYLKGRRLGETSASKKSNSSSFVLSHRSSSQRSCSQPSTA
PHOSPHO1 inh = PHOSPHO1 (human) inhibition; recombinant PHOSPHO1, absorbance phosphatase assay; 290,000 compounds, 1.1% hits; Q8TCT1; inhibition, % at 13.3 µM; in the data active means inhibition above about 60%
Target sequence (Q8TCT1 whole entry, looked up): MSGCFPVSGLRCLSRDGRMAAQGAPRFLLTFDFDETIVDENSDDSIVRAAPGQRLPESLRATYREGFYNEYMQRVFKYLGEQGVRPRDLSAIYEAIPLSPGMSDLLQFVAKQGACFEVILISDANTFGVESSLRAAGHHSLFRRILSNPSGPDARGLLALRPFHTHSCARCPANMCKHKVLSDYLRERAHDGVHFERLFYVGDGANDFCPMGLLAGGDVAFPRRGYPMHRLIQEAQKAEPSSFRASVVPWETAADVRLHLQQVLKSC
The depositor's hits bear a star; / = not tested or not shown.

SMILES	DNA FID counter	V1aR counter	GalR3 antagonist	HCV NS3 hel inh	VIM-2 inh	IMP-1 inh	GPR7 antag	OXTR agonist	PHOSPHO1 inh
Cn1ccc(-c2ccccc2)n1	-1	0.0	-4	9	-5.8	-3.4	-2	-0.7	38
CCOc1ccc(CCNC(=O)CN2C(=O)CCSc3ccccc32)cc1	-31	0.0	-10	-10	-3.1	-2.7	-6	-0.3	20
O=C(COC(=O)C12CC3CC(CC(C3)C1)C2)Nc1ccc(OC(F)F)cc1	-11	-0.3	-5	-3	-2.6	1.4	-7	-1.1	8
CCc1cccc2cc3c(N)c(C(=O)Nc4ccc(S(=O)(=O)N5CCCC5)cc4)sc3nc12	-14	8.8	5	22	-1.7	-0.5	-1	8.8	-2
O=C(COc1ccccc1)NCCSCc1ccco1	-10	-0.5	0	4	-6.1	-4.4	-7	-0.2	14
Fc1ccc(-n2c(-c3ccc4ccccc4n3)n[nH]c2=S)cc1	-25	-0.4	-5	1	0.9	-0.2	1	0.1	60*
Cn1c(=O)[nH]c(=O)c2c1nc(Br)n2CCOc1ccccc1	-7	5.2	-3	1	-2.9	-5.6	-5	5.8	23
CCOC(=O)N1CCC(NC(=O)c2cc(-c3ccc(OC)cc3)nc3ccccc23)CC1	-54	-0.3	-11	0	-4.1	-3.0	-17	-1.8	40
CC1(C)CC(=O)c2cnc(NCc3ccco3)nc2C1	-5	-0.3	2	4	0.4	-1.7	-7	-0.8	40
CCN1CCN(c2ccc(S(=O)(=O)N3CCOCC3)cc2NC(=O)CCOc2ccccc2)CC1	11	1.6	-3	-5	-0.9	-3.1	-5	2.1	3
O=C(NCC(c1cccnc1)N1CCN(c2ccccc2)CC1)c1ccc2c(c1)OCO2 (stereo unspecified)	-17	1.0	-3	4	-4.1	-2.4	18	1.1	-10
COC(=O)c1c(NC(=O)COC(=O)c2ccc(C)s2)sc2c1CCCCC2	0	0.8	-3	10	-0.7	-2.6	-3	-0.3	-12
CCC(c1nc2ccccc2c(=O)n1-c1cccnc1)N1C(=O)c2ccccc2C1=O (stereo unspecified)	-29	0.9	-3	2	-3.7	-2.8	-7	-0.4	22
CCC(CC)NC(=O)c1nn(Cc2ccccc2)c(=O)c2ccccc12	-34	-0.8	-10	11	-3.6	-2.1	-13	-1.4	28
Cc1cc(C)c2cccc(NC(=S)NC(=O)c3ccccc3)c2n1	-1	-0.3	3	6	-0.6	-1.0	5	1.8	-17
Cc1cc(NC(=O)COc2cccc3cccnc23)no1	-4	/	0	4	0.9	-2.9	-18	/	-17
O=S(=O)(c1ccc2c(c1)CCCN2)N1CCCC2CCCCC21 (stereo unspecified)	-22	-1.5	-9	-7	-0.3	-1.4	2	-0.2	38
CN(CC(=O)N1CCCc2c1c(=O)oc1ccc(O)cc21)Cc1ccccc1	3	0.4	-2	-9	-3.4	-8.1	-4	0.8	14
O=C(NCCc1ccncc1)Nc1ccc(Cl)c(Cl)c1	3	1.8	1	-26	-4.1	-4.1	7	4.0	32
Cc1noc2ncnc(Oc3ccc(F)cc3)c12	-1	0.0	-2	11	0.0	-0.8	-8	-0.5	18
O=C(N/N=C/C(Br)=C/c1ccccc1)c1ccncc1	-11	1.3	-2	14	-1.3	-1.0	5	2.1	32
COc1cc(NC(=O)COc2ccccc2[N+](=O)[O-])ccc1NC(=O)c1cccs1	4	/	2	5	-1.7	-1.0	-9	/	41
CCCCNC(=O)/C(=C\c1ccc([N+](=O)[O-])o1)NC(=O)c1ccccc1	-27	-0.4	-4	22	-3.6	-2.1	-1	-0.7	-16
O=[N+]([O-])c1ccc(S(=O)(=O)N/N=C/c2ccsc2)cc1	3	/	-2	4	-1.5	-3.4	-8	/	12
O=C(CN1CCC(C(=O)c2ccc3c(c2)OCCO3)CC1)Nc1ccccc1F	-9	2.3	-8	-14	-1.5	-3.1	5	-0.1	20
CCN(Cc1ccncc1)S(=O)(=O)c1ccc(C(C)=O)cc1	-2	5.9	-7	0	-2.5	-1.6	2	9.1	32
CCN(CC)S(=O)(=O)c1ccc(N2CCCC2)c(NC(=O)Cc2ccc(OC)cc2)c1	-25	-1.4	-3	-25	-2.1	-3.0	-10	-0.7	23
COc1ccc2cc(S(=O)(=O)NC3CC(C)(C)NC(C)(C)C3)ccc2c1	12	-0.2	-2	-11	-3.0	-3.2	-9	0.6	20
CCc1nnc(NS(=O)(=O)c2ccc(NC(=O)c3ccc(C#N)cc3)cc2)s1	-30	0.2	-2	22	-0.8	-1.0	-5	-0.1	/
CC(=O)Nc1ccc(C2=NNC(=Nc3ccc(S(=O)(=O)N4CCOCC4)cc3)SC2)cc1	-13	-1.0	-1	1	-2.3	-2.0	-3	0.4	65*
O=C(CSc1nnc(C2CCCCC2)n1-c1ccccc1)NCc1ccco1	-32	-0.1	-7	1	-0.5	0.8	-6	-2.4	-27
C/C(=N\NC(=O)c1nnn(-c2nonc2N)c1-c1ccc2c(c1)OCO2)c1cccs1	-17	6.9	-9	6	-1.9	-0.9	-14	16	-20
COc1ccc(CN2CCCCCC2)cc1Br	6	0.0	-9	-5	-0.3	-2.2	-18	0.1	-3
Cc1cccc(-c2nnc(SCC(=O)c3ccc(O)cc3O)n2C)c1	-16	0.4	-8	10	-1.9	-4.4	6	-0.3	20
Cc1ccc(N2CC(C(=O)N3CCN(c4ccccc4)CC3)CC2=O)cc1 (stereo unspecified)	-20	1.9	-4	-1	-3.1	2.0	-12	-1.0	-45
COc1cc2c(cc1NC(=O)c1ccc3c(c1)OCO3)oc1ccccc12	-1	0.4	-3	2	-3.9	0.3	-2	-0.2	-10
CC1CCN(S(=O)(=O)c2cccc3cccnc23)CC1	-13	-0.7	-10	-6	-1.8	-1.7	-12	0.1	23
CC(C)CCN(C(=O)Cc1ccc(Cl)c(Cl)c1)c1c(N)n(Cc2ccccc2)c(=O)[nH]c1=O	-2	0.4	-5	1	-2.0	-4.4	-4	-0.4	28
CC(NC(=O)c1cccc(N(C)C)c1)c1ccc(-n2ccnc2)cc1 (stereo unspecified)	-13	-1.0	0	0	0.7	-0.8	-10	-0.2	-32
O=C(Nc1cccc(-c2cn3c(n2)SCC3)c1)c1ccc(Br)o1	-7	-1.9	-6	1	0.5	-2.3	-8	-1.6	-107
Cc1ccc(C(=O)N2CCN(C(=O)N3CCOCC3)CC2)cc1	-3	0.3	2	-4	-0.4	-0.4	-3	0.1	9
CCC1(CC)NC(=O)N(CC(=O)N2N=C(c3ccc(Cl)cc3)CC2c2ccco2)C1=O (stereo unspecified)	-36	-0.1	2	3	4.5	-2.4	18	0.3	20
CC(NS(=O)(=O)c1ccccc1)C(=O)NCc1ccco1 (stereo unspecified)	-4	-0.1	1	4	-4.8	-4.5	-3	0.8	-29
CCOC(=O)CCc1c(C)nc2c(c(C)nn2-c2ccc(C)cc2)c1C	-6	0.9	-8	-11	0.8	-1.1	3	0.8	25
N#C/C(=C\c1cn(Cc2ccc(F)cc2)c2ccccc12)C(=O)NCc1ccco1	-12	-0.2	0	10	-1.2	-2.3	4	-1.3	-15
O=S(=O)(c1cccc2nonc12)N1CCN(c2ccccc2F)CC1	6	0.8	-6	3	-2.4	-2.9	-14	0.8	35
Fc1cccc(-c2csc(-c3ccno3)n2)c1	-2	-0.7	-2	-6	0.1	-1.7	-15	-4.0	19
O=C1c2ccccc2C(=O)N1C(CO)C(O)c1ccc([N+](=O)[O-])cc1 (stereo unspecified)	-2	0.9	-10	-5	-3.2	-0.7	0	1.1	14
O=C(Nc1ccc(Br)cc1F)c1ccncc1	-3	-0.8	22*	-2	-1.2	-1.8	-9	-1.6	17
CC(Sc1cccc(C(F)(F)F)c1)C(=O)NC(N)=O (stereo unspecified)	/	0.2	1	/	/	/	/	-0.9	-25
CCOC(=O)CCCSc1nc2sc(C)c(C)c2c(=O)[nH]1	-16	-0.8	2	-1	-0.1	-3.0	-10	-2.4	0
COc1cccc2sc3ccc(NCc4ccc5c(c4)OCO5)cc3c(=O)c12	-14	2.5	-5	32	9.2*	-2.0	-6	2.9	-2
Oc1ccc(-c2csc(Nc3cccc4ccccc34)n2)cc1O	8	0.1	-1	42*	-3.2	-3.3	1	-1.0	14
Cc1ccc(CS(=O)(=O)c2ccc(C(=O)N3CCN(c4ccccn4)CC3)cc2[N+](=O)[O-])cc1	2	7.2	-1	-8	-3.8	-2.0	9	4.6	48
COc1ccccc1CN1CC(C(=O)NCCc2ccc(C)o2)CCC1=O (stereo unspecified)	-38	-0.5	4	-1	-7.0	-0.1	-2	-1.7	47
CCOC(=O)c1nc2ccccc2c(C)c1C	-3	-0.2	3	-2	-0.5	-2.4	4	-0.5	20
O=C(C[n+]1ccc(-c2ccccc2)cc1)Nc1ccc([N+](=O)[O-])cc1	16	0.2	-11	-35	-2.7	-1.2	-9	-1.0	42
CC1(C(=O)NC2CCCCC2)CCC(=O)N1Cc1ccc2c(c1)OCO2 (stereo unspecified)	-6	-0.6	-6	8	-2.2	-1.2	-6	-0.5	42
COc1ccc(NC(=O)COc2cccc3c2CCN(C)C3=O)c(OC)c1	-29	4.2	2	-11	-2.1	-2.8	-18	1.4	-53

Ten structures from above, ordered by molecular weight, descending:
SMILES	DNA FID counter	V1aR counter	GalR3 antagonist	HCV NS3 hel inh	VIM-2 inh	IMP-1 inh	GPR7 antag	OXTR agonist	PHOSPHO1 inh
Cc1ccc(CS(=O)(=O)c2ccc(C(=O)N3CCN(c4ccccn4)CC3)cc2[N+](=O)[O-])cc1	2	7.2	-1	-8	-3.8	-2.0	9	4.6	48
COc1cccc2sc3ccc(NCc4ccc5c(c4)OCO5)cc3c(=O)c12	-14	2.5	-5	32	9.2*	-2.0	-6	2.9	-2
COc1ccccc1CN1CC(C(=O)NCCc2ccc(C)o2)CCC1=O (stereo unspecified)	-38	-0.5	4	-1	-7.0	-0.1	-2	-1.7	47
O=C1c2ccccc2C(=O)N1C(CO)C(O)c1ccc([N+](=O)[O-])cc1 (stereo unspecified)	-2	0.9	-10	-5	-3.2	-0.7	0	1.1	14
Oc1ccc(-c2csc(Nc3cccc4ccccc34)n2)cc1O	8	0.1	-1	42*	-3.2	-3.3	1	-1.0	14
CCOC(=O)CCCSc1nc2sc(C)c(C)c2c(=O)[nH]1	-16	-0.8	2	-1	-0.1	-3.0	-10	-2.4	0
O=C(Nc1ccc(Br)cc1F)c1ccncc1	-3	-0.8	22*	-2	-1.2	-1.8	-9	-1.6	17
CC(Sc1cccc(C(F)(F)F)c1)C(=O)NC(N)=O (stereo unspecified)	/	0.2	1	/	/	/	/	-0.9	-25
Fc1cccc(-c2csc(-c3ccno3)n2)c1	-2	-0.7	-2	-6	0.1	-1.7	-15	-4.0	19
CCOC(=O)c1nc2ccccc2c(C)c1C	-3	-0.2	3	-2	-0.5	-2.4	4	-0.5	20
